Bioassay records deposited in PubChem by National Center for Advancing Translational Sciences (NCATS).
PI5P4K alpha inh – qHTS for Inhibitors of phosphatidylinositol 5-phosphate 4-kinase (PI5P4K); max response, %; PI5P4Kalpha enzyme, ADP-Glo luminescence, 60 min; stronger effect = lower value; Phosphatidylinositol 5-phosphate 4-kinase type-2 alpha (Homo sapiens), P48426; actives 1.2% (n = 330,000); active means max response of -50% or lower; inconclusive means between -30% and -50%; inactive means -30% or higher; further: value at the top dose of about 77 µM; on the % scale 0 is the no-effect control and ±100 the full control effect
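Reactions run in 0.038 M HEPES pH 7.4, 0.28 mM EGTA, 0.1% CHAPS and 5% DMSO, with PI5P4Kalpha, substrate, compound and 5 microM ATP final, one hour at room temperature. Readout is ADP-Glo luminescence.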
EPAC1 antagonist – qHTS for Antagonist of cAMP-regulated guanine nucleotide exchange factor 3 (EPAC1): primary screen; EPAC1 GEF assay, Rap1b-BODIPY-GDP exchange fluorescence; Potency, µM (highest dose often 115 µM), for inactives: at the top dose activity change, negative = inhibition, usual class: inhibitors; actives 0.14% (n = 360,000);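 further: potency means the concentration at half of the fitted maximal effect; plate controls were vehicle for no effect and positive control for full effect; nearly all actives have a fitted effect of over 50% in size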
WRN inhibitor – qHTS for Inhibitors of WRN Helicase; WRN helicase unwinding, fluorescent forked duplex, kinetic; Potency, µM (doses to about 114 µM), for inactives: at the highest dose activity change, negative = inhibition, most hits filed as inhibitors; actives 0.46% (n = 360,000); AID 651768, 2012; further: potency means the concentration at half of the fitted maximal effect; on the % scale 0 is the no-effect control and ±100 the full control effect; nearly all actives have a fitted effect of over 55% in size
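Enzyme (20 nM final) and test compound sit together 15 min at room temperature before substrate addition. Substrate is a single-forked duplex oligonucleotide (100 nM) labelled with fluorophore and quencher, with 2 mM ATP; helicase unwinding raises red fluorescence, read kinetically.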
CCT chaperon mod – High-Throughput Screening for Modulators of Cytosolic Chaperonin Activity; actives 0.3% (n = 360,000); purified chaperonin ATPase assay, HTRF ADP detection, 30 min; activity change, % (no concentration beside the values), hits read low; in the data active means activity change below about -30%; further: on the % scale 0 is the no-effect control and ±100 the full control effect
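TRiC (40 or 20 nM final, by batch activity) in 30 mM Tris pH 7.4, 100 mM KCl, 5 mM MgCl2, 1 mM DTT was treated with compound at 76 uM single dose, then 10 uM ATP, 30 min at 37 °C. ADP was read by HTRF Transcreener.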
EPAC2 antag – qHTS for Antagonist of cAMP-regulated guanine nucleotide exchange factor 2 (EPAC2): primary screen; actives 0.18% (n = 360,000); EPAC2 GEF exchange of Rap1B-BODIPY-GDP, fluorescence; Potency, µM (series often up to 114 µM), inactives show at the highest dose activity, negative = inhibition, usual class: inhibitors; AID 720708, 2013; further: potency means the concentration at half of the fitted maximal effect; on the % scale 0 is the no-effect control and ±100 the full control effect; nearly all actives have a fitted effect of over 45% in size; many of its hits are not listed in these tables
Target sequence (Q8WZA2 whole entry, looked up): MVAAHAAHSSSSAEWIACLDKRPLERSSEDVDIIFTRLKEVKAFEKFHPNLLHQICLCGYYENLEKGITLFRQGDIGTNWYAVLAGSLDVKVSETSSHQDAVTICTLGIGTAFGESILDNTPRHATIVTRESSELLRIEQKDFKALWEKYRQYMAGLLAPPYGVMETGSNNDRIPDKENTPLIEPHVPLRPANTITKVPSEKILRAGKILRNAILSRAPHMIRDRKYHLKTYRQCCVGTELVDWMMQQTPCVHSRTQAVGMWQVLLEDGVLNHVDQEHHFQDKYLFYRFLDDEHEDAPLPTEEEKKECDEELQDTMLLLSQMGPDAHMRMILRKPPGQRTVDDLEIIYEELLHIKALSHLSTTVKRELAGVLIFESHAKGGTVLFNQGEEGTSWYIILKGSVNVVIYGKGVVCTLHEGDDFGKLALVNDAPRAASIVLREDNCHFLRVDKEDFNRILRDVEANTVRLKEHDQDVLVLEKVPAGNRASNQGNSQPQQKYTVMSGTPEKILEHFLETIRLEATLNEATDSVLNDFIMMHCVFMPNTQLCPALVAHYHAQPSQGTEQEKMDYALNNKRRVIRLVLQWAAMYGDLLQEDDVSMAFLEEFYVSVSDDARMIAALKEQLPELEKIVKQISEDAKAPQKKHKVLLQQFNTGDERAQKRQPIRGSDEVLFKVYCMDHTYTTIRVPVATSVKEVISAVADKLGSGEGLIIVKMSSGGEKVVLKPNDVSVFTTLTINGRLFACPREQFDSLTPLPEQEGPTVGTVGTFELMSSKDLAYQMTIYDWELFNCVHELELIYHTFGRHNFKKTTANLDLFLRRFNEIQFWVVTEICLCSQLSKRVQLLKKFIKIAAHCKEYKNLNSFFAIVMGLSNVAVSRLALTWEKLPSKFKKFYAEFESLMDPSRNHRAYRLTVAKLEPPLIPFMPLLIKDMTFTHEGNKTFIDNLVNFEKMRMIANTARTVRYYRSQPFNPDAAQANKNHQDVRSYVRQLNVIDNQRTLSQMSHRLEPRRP
EPAC1 agonist – qHTS for Agonist of cAMP-regulated guanine nucleotide exchange factor 3 (EPAC1): primary screen. Rap guanine nucleotide exchange factor 3 (Homo sapiens), O95398. EPAC1 agonist qHTS, biochemical assay; response scale: 100% = response to 6.5 mM cAMP. Potency, µM (titrated, usually from 154 µM), for the others: top-dose activation, hits mostly activators. actives 0.073% (n = 360,000). AID 720707, 2013; further: potency means the concentration at half of the fitted maximal effect; nearly all actives have a fitted effect of over 60% in size
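Read-out is the fluorescence drop as BODIPY-GDP leaves Rap1B (480 nm excitation, 540 nm emission), recorded every 5 minutes over 30 minutes. Reactions held 100 nM EPAC1, 250 nM Rap1B–BODIPY-GDP and 50 uM GDP, with 6.5 mM cAMP setting full activation.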
PLK1 PBD block – qHTS for Inhibitors of PLK1-PDB (polo-like kinase 1 - polo-box domain): Primary Screen | Serine/threonine-protein kinase PLK1 (Homo sapiens), P53350 | Plk1 PBD binding of FITC phosphopeptide, fluorescence polarization | Potency, µM, inactives show max response, negative = inhibition, actives largely listed as inhibitors | actives 2.8% (n = 360,000); further: potency means the concentration at half of the fitted maximal effect; series mostly up to about 57 µM; on the % scale 0 is the no-effect control and ±100 the full control effect; nearly all actives have a fitted effect of over 65% in size
MmCpn inh – Inhibitors of TCP-1 ring complex (TRiC) of Methanococcus maripaludis (MmCpn): qHTS | Chaperonin Mm-Cpn (Methanococcus maripaludis) | purified Mm-Cpn ATPase, ADP Transcreener TR-FRET | Potency, µM (titrated, usually from 76.9 µM), for inactives: top-dose activity, negative = inhibition, actives largely listed as inhibitors | actives 0.031% (n = 330,000); further: potency means the concentration at half of the fitted maximal effect; on the % scale 0 is the no-effect control and ±100 the full control effect; nearly all actives have a fitted effect of over 80% in size
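Compound-treated chaperonin, 25 nM final, turns over 10 uM ATP at 37°C for 30 min following a 10 min preincubation; ADP generated competes with ADP-d2 for Eu-cryptate antibody, lowering FRET.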
An asterisk follows results filed as active; ? = inconclusive; nt = not tested or not shown; & = joins results of further samples; [ ] = dose if it differs, or a comment. Unless noted, the call rests on the fitted dose curve; in most records, active means well fitted curve in the direction sought with a large enough effect; inconclusive means small, poorly fitted or top-dose-only effect, or another doubt; inactive means no such curve, though single readings can be large; an effect the other way counts as inactive or inconclusive. A portion of the library, so the mix of outcomes need not match the whole.

A first look (3 entries):
PI5P4K alpha inh	EPAC1 antagonist	WRN inhibitor	CCT chaperon mod	EPAC2 antag	EPAC1 agonist	PLK1 PBD block	MmCpn inh	canonical_smiles
-6	14%	5%	-1.1	5%	6%	-19%	0%	CN(c1ccccc1)S(=O)(=O)c1ccc(Cl)c(C(=O)NCc2ccccc2CN2CCCC2)c1
nt	3%	-4%	1.1	-2%	4%	-4%	1%	CCOC(=O)c1c(C)c(C(=O)NCc2ccc3c(c2)OCO3)c(C)n1C
5	5%	1%	-1.1	-2%	-2%	1%	3%	CCCC(=O)Nc1ccc2c(c1)nc(CN1CCN(C(=O)OCC)CC1)n2CC

The list itself, previewed entries included:
PI5P4K alpha inh	EPAC1 antagonist	WRN inhibitor	CCT chaperon mod	EPAC2 antag	EPAC1 agonist	PLK1 PBD block	MmCpn inh	canonical_smiles
-6	14%	5%	-1.1	5%	6%	-19%	0%	CN(c1ccccc1)S(=O)(=O)c1ccc(Cl)c(C(=O)NCc2ccccc2CN2CCCC2)c1
nt	3%	-4%	1.1	-2%	4%	-4%	1%	CCOC(=O)c1c(C)c(C(=O)NCc2ccc3c(c2)OCO3)c(C)n1C
5	5%	1%	-1.1	-2%	-2%	1%	3%	CCCC(=O)Nc1ccc2c(c1)nc(CN1CCN(C(=O)OCC)CC1)n2CC
1	-6%	-33%	-1.8	-4%	8%	-6%	-5%	COc1ccc(-c2oc3ncnc(NCCCO)c3c2-c2ccc(OC)cc2)cc1
1	1%	-1%	-2.3	-3%	-6%	-5%	-3%	COCCNC(=O)c1onc(CSc2cc(C)cc(C)c2)c1C(=O)O
-5	?	3%	-4.3	23%	1%	-21%	-2%	O=C(CSc1nnc2ccc(-c3ccccc3)nn12)NCC1CCCO1 (stereo not given)
nt	-4%	-6%	-1.4	4%	0%	-3%	-3%	CCCC1CCc2c(sc(NC(=O)c3cccs3)c2C(N)=O)C1 (stereo not given)
-2	3%	-3%	0.0	9%	2%	-7%	1%	CCOCCOC(=O)C1=C(C)NC(=O)NC1c1ccc2c(c1)OCO2 (stereo not given)
3	-15%	-1%	1.0	-6%	-11%	?	0%	COc1cccc(C(=S)N2CCOCC2)c1OS(=O)(=O)c1ccc(Cl)cc1
4	9%	-10%	-0.5	7%	1%	-2%	0%	COCCNC(=O)CN1CCN(Cc2cccc(Cl)c2)C1=O
2	-12%	-10%	-0.5	7%	0%	-7%	3%	Cc1ccc(CNC(=O)CN(c2cccc([N+](=O)[O-])c2)S(=O)(=O)c2ccccc2)cc1
nt	?	-10%	-1.3	-4%	4%	0%	0%	Cc1ccc2[nH]c(C)c(/C=N/Nc3nc4ccccc4s3)c2c1
-4	-12%	2%	0.5	-9%	-2%	4%	nt	O=C(/C=C/c1ccccc1)Nc1cccc(C(=O)N2CCCCC2)c1
nt	49%[activator]	-16%	-0.3	72%[activator]	112µM*	11µM*	-5%	Cc1cccc(N2C(=O)c3cccc4c(N(C)CCO)ccc(c34)C2=O)c1
2	-27%	-10%	-1.7	0%	7%	-4%	-1%	Cc1cc(C)cc(C(=O)NCC(=O)OCC(=O)N2CCN(S(=O)(=O)c3ccc4ccccc4c3)CC2)c1
4	-1%	3%	-0.6	10%	-20%	-1%	nt	CCCCS(=O)(=O)NC(=O)C1(C)CCN1C(=O)C/C=C/c1ccccc1 (stereo not given)
2	7%	2%	0.0	2%	-3%	7%	nt	CS(=O)(=O)Nc1cccc(-c2ccc3nncn3c2)c1
-5	16%	0%	2.0	-1%	-2%	4%	2%	Cc1cccc(OCC(=O)OC(C)CN2CCCCC2)c1 (stereo not given)
-1	-23%	-29%	1.3	11%	-24%	?	-2%	Cc1ccc(CNS(=O)(=O)c2ccc3c(c2)NC(=O)CO3)cc1
nt	-7%	nt	nt	1%	8%	nt	-2%&-2%	O=C(OCC#CCSc1nnc(-c2cccc3ccccc23)o1)c1ccc(F)cc1
-3	-10%	-4%	-1.4	-2%	3%	9%	-3%	O=C(c1cccc(Cl)c1)N1CCn2c1nc1ccccc12
-17	9%	13%	-1.4	3%	1%	-5%	0%	CCS(=O)(=O)c1ccc(O)c(NC(=O)Nc2ccccc2OC)c1
-26	7%	-4%	-0.1	2%	15%	27µM*	2%	CC1=C(C(N)=O)C(c2cccs2)NC(=S)N1 (stereo not given)
-1	-10%	5%	-3.3	-1%	-5%	8%	-1%	O=C(COC(=O)Cc1c(F)cccc1Cl)NC(=O)Nc1ccccc1F
5	-17%	4%	-5.0	-12%	7%	-23%	0%	O=C(CNC(=O)c1ccc(Br)cc1)NC1=NCCS1
1	8%	-11%	3.1	24%	-4%	-3%	2%	Cc1ccc(NC(=O)CN(C)CC(=O)Nc2ccccc2C(=O)Nc2ccccc2)cc1
5	-26%	-10%	1.1	-4%	4%	-2%	0%	CN(Cc1ccccc1)C(=O)COC(=O)c1ccc(Cl)c(N)c1
8	6%	1%	2.1	-2%	2%	6%	0%	CSc1ncccc1C(=O)OC(C)C(=O)Nc1cccc(S(=O)(=O)N2CCOCC2)c1 (stereo not given)
nt	13%	6%	0.8	9%	-3%	-5%	0%	Cc1nn(CC(C)C)c(=S)[nH]c1=O
0	-15%	?	-3.1	-2%	11%	-4%	-7%	COc1cc(-c2cc(C(=O)Nc3cccc(S(=O)(=O)N(C)C)c3)c3ccccc3n2)cc(OC)c1OC
2	8%	1%	-4.6	2%	-9%	-13%	1%	CSc1ccc(-c2nc(CSCC(=O)NC3CC3)c(C)o2)cc1
0	-5%	-9%	2.7	3%	6%	27µM*	2%	COCCC(=O)N1CCC(Oc2ccc(C(=O)N3CCCC(OC)C3)cc2)CC1 (stereo not given)
-3	-18%	-2%	2.0	-5%	13%	2%	1%	O=C(CCc1nnc(COc2ccccc2)o1)NCCc1cccs1
4	?	22%	-2.5	0%	-8%	-10%	-4%	CC1CN(C(=O)CCC(=O)NCCCN2CCC(Cc3ccccc3)CC2)c2cc(Cl)ccc2O1 (stereo not given)
-14	15%	-14%	-1.2	13%	-2%	-6%	-1%	O=C(NC12CC3CC(CC(C3)C1)C2)c1cc2nc(-c3ccco3)cc(C(F)(F)F)n2n1
nt	8%	1%	-2.5	3%	-5%	-2%	-4%	CCCCC(=O)Nc1ccc(N2CCN(C(=O)CC)CC2)cc1
-3	4%	8%	1.0	0%	3%	-5%	1%	O=C(c1ccc2c(c1)OCO2)C1CCCN(Cc2cc(F)ccc2-n2cccn2)C1 (stereo not given)
5	11%	1%	-5.8	8%	-4%	0%	nt	O=C(O)c1ccc(C=NN2CCCCCC2)cc1
4	-27%	-9%	1.5	-5%[57.1 µM]	7%	-1%	1%	c1ccc2c(CNc3ccc(CNc4ncn[nH]4)cc3)cccc2c1
0	7%	0%	-0.9	-12%	-13%	-5%	1%	CCc1cccc(C)c1NC(=S)N1CCCCC1c1cccnc1 (stereo not given)
6	6%	-7%	0.8	4%	2%	-5%	-8%	CSCCC(NC(=O)c1ccccc1Cl)C(=O)NCC(c1ccco1)N1CCCCC1 (stereo not given)
-5	4%	-14%	-1.7	-3%	7%	-1%	3%	CC(C)[C@H](NS(=O)(=O)c1ccc(Cl)cc1)C(=O)OCC(=O)NCCN1C(=O)CSC1=O
-2	-2%	8%	0.7	8%	14%	-10%	0%	COc1cc(OC)c(NC(=O)c2sc3ncn(CC(=O)N4CCOCC4)c(=O)c3c2C)cc1Cl
1	-6%	1%	-1.8	10%	-3%	-8%	1%	COc1ccc(NC(=O)CN2C(=O)CSC2=O)cc1
-24	?	89µM*	0.8	-11%[57.1 µM]	-9%	-13%	?	CCN1/C(=C/c2ccc3cc(C)ccc3[n+]2C)Sc2ccc3sccc3c21
1	8%	-13%	2.5	21%	3%	-8%	-1%	c1ccc2c(c1)nc1n2CCS1
1	-17%	-9%	-1.8	-2%	13%	-6%	2%	O=C(Nc1ccc(S(=O)(=O)N2CCOCC2)cc1)c1ccc2c(c1)S(=O)(=O)c1ccccc1C2=O
0	-9%	-5%	-1.0	3%	7%	-12%	nt	CCCS(=O)(=O)NC(=O)C1(C)CCCN(C(=O)c2ccccc2OC(F)(F)F)C1 (stereo not given)
6	-29%	-3%	-1.2	-2%	1%	6%	nt	Cc1ccccc1CN(C)C[C@@H]1OCc2cnnn2CCCC(=O)N([C@H](C)CO)C[C@H]1C
4	-17%	-9%	-2.6	-3%	-3%	-8%	1%	COc1ccc(C2CC(O)(c3ccccc3)Oc3c(C)ccc(C)c32)cc1 (stereo not given)
-5	10%	-13%[57.1 µM]	0.5	-3%	9%	-1%	?	O=C(Nc1ccccc1)c1sc(Cl)nc1-c1ccccc1
-13	-20%	-1%	-0.3	40µM*	-19%	-7%	-13%	CC(C)OP(=O)(OC(C)C)C1(NS(=O)(=O)c2ccc(Cl)cc2)C=C(Cl)C(=O)C(Cl)=C1
5	4%	2%	0.1	1%	9%	-3%	1%	CCOC(=O)CNC(=O)c1cnc(Nc2ccccc2OC)c2ccccc12
0	0%	1%	-1.3	-1%[57.1 µM]	-10%	-9%	3%	O=C(N/N=C/c1ccc(OCc2ccccc2)cc1)c1ccncc1
0	0%	0%	1.4	2%	-9%	7%	-2%	CCC/C(C(=O)NCCO)=C1/c2ccccc2C(=O)N1c1ccccc1
4	-1%	-11%	0.3	1%	-3%	-13%	1%	O=C(Nc1ccc(C(=O)O)cc1)/C(=C\c1ccc2c(c1)OCO2)NC(=O)c1ccccc1
1	5%	9%	0.0	6%	-3%	-9%	0%	Cc1ccc(C(=O)N2CC(C(=O)O)C2)cc1
2	-8%	-7%	0.7	-1%	-30%[inhibitor]	-5%	3%	O=C(Nc1ccccc1N1CCCC1)C1CCN(C(=O)c2ccc(Cl)cc2)CC1
